CHRM4 agonist: human M4 muscarinic receptor agonists, primary screen, CHO-K1 cells, Fluo-8 calcium fluorescence. Muscarinic acetylcholine receptor M4 (Homo sapiens), P08173. CHO-K1 hM4/Gqi5; vehicle 0%, full acetylcholine response 100%. activation, % at 3 µM. 0.14% of 360,000 active;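 active means activation above the run mean over all test wells plus 3 SD, cut at about 32% in these data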;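 further: peak over basal fluorescence ratio per well then scaled between controls; 0% = DMSO wells and 100% = acetylcholine at EC100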
M5 ag: human M5 muscarinic receptor agonists, primary screen, CHO-K1 cells, Fluo-8 calcium fluorescence | Muscarinic acetylcholine receptor M5 (Homo sapiens), P08912 | CHO-K1 hM5 cells; 0% DMSO wells, 100% maximal acetylcholine response | activation, % at 3 µM | 0.19% of 360,000 active;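 active means activation above the run's mean over test compounds plus 3 SD, cut at about 23% in these data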;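 further: signal is peak over basal fluorescence ratio across the kinetic read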
Target sequence (P08912 whole entry, looked up): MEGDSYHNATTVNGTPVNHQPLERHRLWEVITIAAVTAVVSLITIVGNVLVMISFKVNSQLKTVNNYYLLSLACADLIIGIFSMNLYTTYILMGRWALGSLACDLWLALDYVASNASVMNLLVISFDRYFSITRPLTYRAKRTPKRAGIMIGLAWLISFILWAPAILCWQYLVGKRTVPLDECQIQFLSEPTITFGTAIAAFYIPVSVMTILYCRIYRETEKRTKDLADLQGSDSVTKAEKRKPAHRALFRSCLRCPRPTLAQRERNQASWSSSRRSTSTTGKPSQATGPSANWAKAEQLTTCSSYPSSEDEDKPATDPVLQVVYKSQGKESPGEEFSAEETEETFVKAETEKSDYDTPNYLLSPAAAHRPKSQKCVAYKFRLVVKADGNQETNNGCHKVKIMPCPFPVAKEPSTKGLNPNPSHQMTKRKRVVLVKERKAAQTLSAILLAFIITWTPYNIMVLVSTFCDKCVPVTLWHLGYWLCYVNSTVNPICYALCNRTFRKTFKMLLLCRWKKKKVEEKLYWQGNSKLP
CHRM5 antagonist: human M5 muscarinic receptor antagonists, primary screen, CHO cells, Fluo-8 calcium fluorescence; Muscarinic acetylcholine receptor M5 (Homo sapiens), P08912; CHO-hM5 cells, ACh EC80; inhibition, % at 3 µM; 0.59% of 360,000 active;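 active means inhibition above a per-plate cutoff, the mean of that plate's test compounds plus 3 SD, cut at about 27% in these data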;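 further: 0% = acetylcholine EC80 with DMSO and 100% = DMSO without agonist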
M1 ag: human M1 muscarinic receptor agonists, primary screen, Fluo-8 calcium fluorescence, CHO-K1 cells, HTS | CHO-K1 hM1, agonist mode; 0% DMSO, 100% acetylcholine EC100 | 0.33% of 360,000 active | activation, % at 3 µM | Muscarinic acetylcholine receptor M1 (Homo sapiens), P11229;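 active means activation above the run's mean compound activation plus 3 SD, cut at about 16% in these data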;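 further: peak over basal fluorescence ratio within a 140 s kinetic read after compound addition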
Target sequence (P11229 whole entry, looked up): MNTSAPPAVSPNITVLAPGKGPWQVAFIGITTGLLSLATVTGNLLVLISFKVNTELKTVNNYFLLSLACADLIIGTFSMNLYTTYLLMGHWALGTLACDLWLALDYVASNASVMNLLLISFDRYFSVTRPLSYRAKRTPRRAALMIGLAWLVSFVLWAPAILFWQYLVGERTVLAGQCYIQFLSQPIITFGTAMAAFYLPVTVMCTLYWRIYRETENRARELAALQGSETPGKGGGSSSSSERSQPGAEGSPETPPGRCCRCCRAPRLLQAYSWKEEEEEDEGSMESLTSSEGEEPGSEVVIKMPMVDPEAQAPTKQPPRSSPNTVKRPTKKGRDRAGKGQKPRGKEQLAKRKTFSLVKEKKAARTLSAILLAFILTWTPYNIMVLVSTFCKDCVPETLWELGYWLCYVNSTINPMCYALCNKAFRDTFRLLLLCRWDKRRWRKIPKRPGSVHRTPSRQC
M5 PAM: human M5 muscarinic receptor positive allosteric modulators, primary screen, CHO-K1 cells, Fluo-8 calcium fluorescence; Muscarinic acetylcholine receptor M5 (Homo sapiens), P08912; CHO-K1 hM5, ACh EC20 PAM; 0% = ACh EC20, 100% = ACh EC100; activation, % at 3 µM; 0.3% of 360,000 active;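 active means activation above the run cutoff, the mean activation of all test compounds plus 3 SD, cut at about 18% in these data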
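System: CHO-K1 hM5 cells. Reagent: acetylcholine, EC20 level. Compound dosing: single dose, 3 µM nominal final test concentration. Timing: Post-acetylcholine fluorescence recording 140 s. Detection: Fluo-8 calcium fluorescence. Read-out: % activation, ACh-normalized. Benchmarks: ACh EC20 and EC100 wells. Repeats: singlicate, one well per test compound.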
TAAR1 ag: human TAAR1 agonists, primary screen, Fluo-8 calcium fluorescence, CHO RD-HGA16 cells. Trace amine-associated receptor 1 (Homo sapiens), Q96RJ0. vehicle wells 0%, saturating PEA agonist 100%. activation, % at 3 µM. 0.99% of 360,000 active. AID 624467, 2012;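 active means activation above the mean activation of all test compounds in the run plus 3 SD, cut at about 38% in these data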
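Benchmarks: low control DMSO, high control PEA (EC100); System: CHO RD-HGA16 cells carrying human TAAR1 plus Gα16; Detection: Fluo-8 fluorescence, 5 s baseline then 140 s kinetic read; Schedule: 17-24 h plating, Fluo-8 75 min 37 °C, 30 min RT; Read-out basis: % activation from peak over basal fluorescence ratio, DMSO-to-PEA scaled.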
M1 PAM: human M1 muscarinic receptor positive allosteric modulators, primary screen, CHO-K1 cells, Fluo-8 calcium fluorescence, 1536-well; Muscarinic acetylcholine receptor M1 (Homo sapiens), P11229; CHO-K1 hM1, ACh EC20; 0% = ACh EC20, 100% = maximal ACh; activation, % at 3 µM; 0.088% of 360,000 active; AID 588819, 2011; in the data active means activation above about 19%, passing the limit was not always enough
M4 antag: human M4 muscarinic receptor antagonists, primary screen, CHO cells, Fluo-8 calcium fluorescence. 0.73% of 360,000 active. CHO-hM4 cells, ACh EC80. Muscarinic acetylcholine receptor M4 (Homo sapiens), P08173. inhibition, % at 3 µM;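 active means inhibition above its plate's cutoff, the mean inhibition of sample wells plus 3 SD, cut at about 27% in these data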;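 further: 0% = acetylcholine EC80 with DMSO and 100% = DMSO without agonist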
CHRM1 antagonist: human M1 muscarinic receptor antagonists, primary screen, CHO-K1 cells, Fluo-8 calcium fluorescence, 1536-well | Muscarinic acetylcholine receptor M1 (Homo sapiens), P11229 | CHO-K1 hM1, ACh EC80 antagonist | inhibition, % at 3 µM | 1.3% of 360,000 active;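 active means percent inhibition above its own plate's cutoff, namely the mean of that plate's compound wells plus 3 SD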;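 further: peak over basal fluorescence ratio during 140 s after agonist addition; 0% = ACh EC80 plus DMSO and 100% = DMSO alone without agonist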
* marks the source's active call; other numbers are inactive results.

Results for COc1ccc(N(CC(=O)Nc2nccs2)S(=O)(=O)c2c(C)[nH]c(=O)[nH]c2=O)cc1 ?
CHRM4 agonist: 1; M5 ag: -3; CHRM5 antagonist: 5; M1 ag: -4; M5 PAM: 5; TAAR1 ag: 3; M1 PAM: 9; M4 antag: 9; CHRM1 antagonist: -6

How did COC(=O)c1ccc(-c2ccc(/C=N/N3C(=O)C4C5C=CC(CC5)C4C3=O)o2)cc1 (centres undefined) do in these assays?
CHRM4 agonist: 1; M5 ag: 0; CHRM5 antagonist: -4; M1 ag: -4; M5 PAM: 4; TAAR1 ag: 12; M1 PAM: -1; M4 antag: -10; CHRM1 antagonist: -1

How did COc1cccc(CN(C(=O)/C=C/c2ccco2)C2CCS(=O)(=O)C2)c1 (centres undefined) do in these assays?
CHRM4 agonist: 0; M5 ag: -1; CHRM5 antagonist: -3; M1 ag: -1; M5 PAM: -4; TAAR1 ag: 1; M1 PAM: 2; M4 antag: -3; CHRM1 antagonist: -5

What do the screens show for `COC(=O)C1(C)CCC(C(=O)Nc2ccccc2)C1(C)C` (centres undefined)?
CHRM4 agonist: 1; M5 ag: -1; CHRM5 antagonist: 0; M1 ag: -5; M5 PAM: 8; TAAR1 ag: 4; M1 PAM: 6; M4 antag: -10; CHRM1 antagonist: -12

What do the screens show for `COC(=O)c1cc2occc2n1CC(=O)N(C)C1CCCCC1`?
CHRM4 agonist: 0; M5 ag: -1; CHRM5 antagonist: 0; M1 ag: -7; M5 PAM: -2; TAAR1 ag: 1; M1 PAM: 10; M4 antag: -2; CHRM1 antagonist: -16

What do the screens show for `CCc1ccccc1OCC(=O)Nc1cccc(S(=O)(=O)NCc2ccco2)c1`?
CHRM4 agonist: 8; M5 ag: -2; CHRM5 antagonist: 15; M1 ag: -4; M5 PAM: -20; TAAR1 ag: 5; M1 PAM: 2; M4 antag: 1; CHRM1 antagonist: 4

What do the screens show for `O=C(COc1ncnc2c(Cl)cc(Cl)cc12)N1CCCCC1`?
CHRM4 agonist: 2; M5 ag: 1; CHRM5 antagonist: -1; M1 ag: -4; M5 PAM: 5; TAAR1 ag: 2; M1 PAM: 6; M4 antag: 11; CHRM1 antagonist: -4

How did Cc1ccc(S(=O)(=O)N2CCCCC2)cc1NC(=O)c1cccnc1 do in these assays?
CHRM4 agonist: 4; M5 ag: 4; CHRM5 antagonist: 1; M1 ag: -1; M5 PAM: 0; TAAR1 ag: 3; M1 PAM: -1; M4 antag: -2; CHRM1 antagonist: -1

What do the screens show for `CC(C)CC(=O)NC(Nc1ccccc1F)C(Cl)(Cl)Cl` (centres undefined)?
CHRM4 agonist: -2; M5 ag: -7; CHRM5 antagonist: -1; M1 ag: -5; M5 PAM: -2; TAAR1 ag: 15; M1 PAM: -9; M4 antag: 1; CHRM1 antagonist: 17

What do the screens show for `O=C(Nc1ccc(S(=O)(=O)N2CCCc3ccccc32)cc1)C1CCCO1` (centres undefined)?
CHRM4 agonist: 3; M5 ag: -4; CHRM5 antagonist: 8; M1 ag: -7; M5 PAM: -9; M1 PAM: -35; M4 antag: -7; CHRM1 antagonist: 40*

Results for O=c1ccc2cc(S(=O)(=O)N3CCN(c4ccccc4F)CC3)ccc2[nH]1 ?
CHRM4 agonist: 11; M5 ag: 7; CHRM5 antagonist: 8; M1 ag: 2; M5 PAM: -10; TAAR1 ag: 5; M1 PAM: -7; M4 antag: 1; CHRM1 antagonist: 5

What do the screens show for `Cc1ccc(OC(=O)c2cccnc2)cc1`?
CHRM4 agonist: 0; M5 ag: 3; CHRM5 antagonist: 2; M1 ag: -3; M5 PAM: 7; TAAR1 ag: -1; M1 PAM: 6; M4 antag: -1; CHRM1 antagonist: 0

How did Cc1cc(=O)oc2c3c(cc(OCC(=O)NC(C)C)c12)OC(C)(C)CC3 do in these assays?
CHRM4 agonist: 2; M5 ag: -3; CHRM5 antagonist: 20; M1 ag: -4; M5 PAM: -6; TAAR1 ag: 3; M1 PAM: 10; M4 antag: 4; CHRM1 antagonist: -18

Results for COc1ccccc1NC=C1C(=O)OC2(CCCCC2)OC1=O ?
CHRM4 agonist: 1; M5 ag: -2; CHRM5 antagonist: 1; M1 ag: -5; M5 PAM: -6; TAAR1 ag: 4; M1 PAM: 5; M4 antag: 12; CHRM1 antagonist: -4

What do the screens show for `CN(C(=O)COC(=O)c1cc2ccccc2oc1=O)C1CCCCC1`?
CHRM4 agonist: 1; M5 ag: 1; CHRM5 antagonist: -2; M1 ag: -9; M5 PAM: 11; TAAR1 ag: 1; M1 PAM: 3; M4 antag: 0; CHRM1 antagonist: 2

How did Cc1ccc(C(=O)NC(C)c2ccccc2)cc1S(=O)(=O)N1CCOCC1 (centres undefined) do in these assays?
CHRM4 agonist: 2; M5 ag: -2; CHRM5 antagonist: 1; M1 ag: -4; M5 PAM: -10; TAAR1 ag: 1; M1 PAM: -6; M4 antag: 2; CHRM1 antagonist: 4

Results for O=C(NCC(=O)N1CCN(C/C=C/c2ccccc2)CC1)c1ccc(OC(F)F)cc1 ?
CHRM4 agonist: 6; M5 ag: 0; CHRM5 antagonist: -3; M1 ag: 14; M5 PAM: -5; TAAR1 ag: 2; M1 PAM: -6; M4 antag: -16; CHRM1 antagonist: 28

Results for Cc1cc(NC(=O)c2ccno2)no1 ?
CHRM4 agonist: 1; M5 ag: -3; CHRM5 antagonist: 9; M1 ag: -2; M5 PAM: -3; TAAR1 ag: 2; M1 PAM: 12; M4 antag: -4; CHRM1 antagonist: -19

Results for CS(=O)(=O)N(CC(=O)N1CCOCC1)c1ccccc1Br ?
CHRM4 agonist: 2; M5 ag: 1; CHRM5 antagonist: 0; M1 ag: -5; M5 PAM: 3; TAAR1 ag: 1; M1 PAM: 12; M4 antag: 7; CHRM1 antagonist: -13

What do the screens show for `CCOc1cc2[nH]c(=O)n(CCc3ccc(OC)c(OC)c3)c(=O)c2cc1OCC`?
CHRM4 agonist: 1; M5 ag: 2; CHRM5 antagonist: 3; M1 ag: 1; M5 PAM: -1; TAAR1 ag: 14; M1 PAM: 10; M4 antag: 2; CHRM1 antagonist: -19

How did CCN1C(=O)c2cccc3c(S(=O)(=O)Nc4c(C)n(C)n(-c5ccccc5)c4=O)ccc1c23 do in these assays?
CHRM4 agonist: 1; M5 ag: -1; CHRM5 antagonist: 0; M1 ag: -5; M5 PAM: 1; TAAR1 ag: 12; M1 PAM: 4; M4 antag: -1; CHRM1 antagonist: -34

How did N#CC1=C(N)OC2=C(C(=O)CCC2)C12C(=O)N1CCCc3cccc2c31 (centres undefined) do in these assays?
CHRM4 agonist: 0; M5 ag: -1; CHRM5 antagonist: 6; M1 ag: -2; M5 PAM: -4; TAAR1 ag: 11; M1 PAM: -5; M4 antag: 1; CHRM1 antagonist: 6

Results for CCCCC1CCC(C(=O)Nc2ccccc2N2CCOCC2)CC1 (centres undefined) ?
CHRM4 agonist: -1; M5 ag: 4; CHRM5 antagonist: -1; M1 ag: 2; M5 PAM: 3; TAAR1 ag: 0; M1 PAM: 5; M4 antag: -6; CHRM1 antagonist: -10

Results for Cc1ccc(CN(C(=O)c2ccccc2C)C2CCS(=O)(=O)C2)o1 (centres undefined) ?
CHRM4 agonist: 0; M5 ag: 0; CHRM5 antagonist: -20; M1 ag: -2; M5 PAM: 2; TAAR1 ag: 2; M1 PAM: 4; M4 antag: 12; CHRM1 antagonist: -2

What do the screens show for `O=C(O)/C=C/C(=O)Nc1ccc(C(=O)c2ccccc2)cc1`?
CHRM4 agonist: 0; M5 ag: -2; CHRM5 antagonist: 6; M1 ag: -3; M5 PAM: 2; TAAR1 ag: 1; M1 PAM: 11; M4 antag: -4; CHRM1 antagonist: -7

What do the screens show for `Cc1ccc(-c2onc3ccc(Br)cc23)cc1`?
CHRM4 agonist: 0; M5 ag: -1; CHRM5 antagonist: 5; M1 ag: -3; M5 PAM: 2; TAAR1 ag: 1; M1 PAM: 4; M4 antag: 0; CHRM1 antagonist: -6

How did Cc1ccc2c(COC(=O)CC3Sc4ccccc4NC3=O)cc(=O)oc2c1C (centres undefined) do in these assays?
CHRM4 agonist: 2; M5 ag: -2; CHRM5 antagonist: -1; M1 ag: -5; M5 PAM: 4; TAAR1 ag: -1; M1 PAM: 5; M4 antag: -8; CHRM1 antagonist: -6

What do the screens show for `c1ccc(CN2CCOCCOCCOCCOCCOCCOCC2)cc1`?
CHRM4 agonist: 1; M5 ag: -2; CHRM5 antagonist: 3; M1 ag: -7; M5 PAM: -4; TAAR1 ag: 2; M1 PAM: 5; M4 antag: -5; CHRM1 antagonist: -7

What do the screens show for `Cc1ccc(/C(N)=N/OC(=O)C23CC4CC(CC(C4)C2)C3)cc1`?
CHRM4 agonist: 0; M5 ag: 0; CHRM5 antagonist: 3; M1 ag: -2; M5 PAM: -4; TAAR1 ag: 5; M1 PAM: -4; M4 antag: 10; CHRM1 antagonist: 20

Results for CCc1nc2c(OCc3ccccc3)cccn2c1N(C)C(=O)c1ccc2c(c1)OCO2 ?
CHRM4 agonist: 2; M5 ag: -1; CHRM5 antagonist: 2; M1 ag: -1; M5 PAM: -2; TAAR1 ag: -1; M1 PAM: 11; M4 antag: -18; CHRM1 antagonist: -11

How did CCOC(=O)N1CCC(NC(=O)C2CCCN(c3nc4ccccc4o3)C2)CC1 (centres undefined) do in these assays?
CHRM4 agonist: 1; M5 ag: -2; CHRM5 antagonist: -5; M1 ag: -6; M5 PAM: 0; TAAR1 ag: 5; M1 PAM: 5; M4 antag: -7; CHRM1 antagonist: 3

An excerpt from above in order of SMILES length, smallest number first.
What do the screens show for `c1ccc(CN2CCOCCOCCOCCOCCOCCOCC2)cc1`?
CHRM4 agonist: 1; M5 ag: -2; CHRM5 antagonist: 3; M1 ag: -7; M5 PAM: -4; TAAR1 ag: 2; M1 PAM: 5; M4 antag: -5; CHRM1 antagonist: -7

What do the screens show for `O=C(O)/C=C/C(=O)Nc1ccc(C(=O)c2ccccc2)cc1`?
CHRM4 agonist: 0; M5 ag: -2; CHRM5 antagonist: 6; M1 ag: -3; M5 PAM: 2; TAAR1 ag: 1; M1 PAM: 11; M4 antag: -4; CHRM1 antagonist: -7

Results for CCc1nc2c(OCc3ccccc3)cccn2c1N(C)C(=O)c1ccc2c(c1)OCO2 ?
CHRM4 agonist: 2; M5 ag: -1; CHRM5 antagonist: 2; M1 ag: -1; M5 PAM: -2; TAAR1 ag: -1; M1 PAM: 11; M4 antag: -18; CHRM1 antagonist: -11

Screening results: PubChem BioAssay, The Scripps Research Institute Molecular Screening Center

An excerpt, so the mix of outcomes need not match the whole.
